EPAC2 antagonist = antagonists of human EPAC2 | EPAC2 GEF exchange of Rap1B-BODIPY-GDP, fluorescence | Potency, µM (titrated, usually from 114 µM), inactives show top-dose activity, negative = inhibition, hits mostly inhibitors | hit rate 0.18% among 360,000; note: % is set by controls: 0 for no effect and ±100 for the full control effect; nearly all actives have a fitted effect of over 45% in size; many of its hits are not listed in these tables
Target sequence (Q8WZA2 whole entry, looked up): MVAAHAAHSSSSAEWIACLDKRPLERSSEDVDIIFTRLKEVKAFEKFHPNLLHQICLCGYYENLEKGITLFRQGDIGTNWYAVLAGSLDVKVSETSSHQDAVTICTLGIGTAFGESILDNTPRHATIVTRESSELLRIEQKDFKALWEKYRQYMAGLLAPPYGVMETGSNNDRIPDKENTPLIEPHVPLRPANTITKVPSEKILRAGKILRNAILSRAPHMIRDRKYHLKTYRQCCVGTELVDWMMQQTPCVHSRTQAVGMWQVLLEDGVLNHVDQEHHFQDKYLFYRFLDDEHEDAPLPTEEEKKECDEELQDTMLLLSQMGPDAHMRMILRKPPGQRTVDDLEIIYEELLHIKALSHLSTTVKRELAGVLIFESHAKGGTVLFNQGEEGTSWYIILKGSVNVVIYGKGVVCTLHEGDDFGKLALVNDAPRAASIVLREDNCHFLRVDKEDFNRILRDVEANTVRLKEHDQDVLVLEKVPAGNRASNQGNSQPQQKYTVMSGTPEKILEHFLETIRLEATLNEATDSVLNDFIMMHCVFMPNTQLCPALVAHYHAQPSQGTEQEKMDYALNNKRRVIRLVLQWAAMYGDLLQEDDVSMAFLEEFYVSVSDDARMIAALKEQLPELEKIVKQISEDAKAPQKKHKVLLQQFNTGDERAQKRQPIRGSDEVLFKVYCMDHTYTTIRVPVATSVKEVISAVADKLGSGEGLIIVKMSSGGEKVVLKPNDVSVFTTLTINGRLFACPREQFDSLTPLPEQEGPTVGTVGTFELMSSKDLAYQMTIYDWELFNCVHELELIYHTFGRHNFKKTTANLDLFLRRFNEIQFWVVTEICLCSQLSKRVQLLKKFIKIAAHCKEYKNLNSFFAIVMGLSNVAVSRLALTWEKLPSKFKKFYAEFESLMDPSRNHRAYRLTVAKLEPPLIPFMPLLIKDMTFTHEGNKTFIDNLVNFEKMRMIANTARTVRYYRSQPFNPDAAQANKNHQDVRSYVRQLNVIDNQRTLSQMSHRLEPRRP
HepG2 tox = kills HepG2 cells in TGF-b inhibitor counter-screen; HepG2 CAGA-GFP viability, ATP luminescence, 18 h; Potency, µM (highest dose often 46.1 µM), without a hit: top-dose activity change, negative = cytotoxicity, most hits filed as cytotoxic; hit rate 0.76% among 410,000; AID 588856; note: some results filed as inactive show a strong effect at the top dose
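CellTiter-Glo luminescence gave cytotoxicity after 18 hours at 37 degrees C. The cells were HepG2 CAGA-GFP in 1% FBS DMEM, stimulated with 500 pg/mL TGF-beta after compound addition. %Activity was normalised to no-cell wells (complete cell-killing) and DMSO (no toxicity), and curves were fitted and classified.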
Nrf2 ARE act = Nrf2 pathway activation | AREc32 ARE-luciferase reporter (MCF7-derived line), luminescence, 24 h | Potency, µM (highest dose often 46.1 µM), for the others: top-dose activation, most hits filed as activators | hit rate 0.31% among 410,000; note: % of control where 0% means no effect; nearly all actives have a fitted effect of over 65% in size
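ARE-driven firefly luciferase activity in AREc32 cells measured after a 24 hr compound exposure at 37 deg C, using Steady-Glo reagent and a 30 min room-temperature hold.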
MCF10A rerep = induces DNA re-replication in MCF 10a normal breast cells; hit rate 2.9% among 350,000; AID 624296; MCF 10A DNA re-replication, Hoechst nuclear intensity, 48 h; Potency, µM (series often up to 46.1 µM), without a hit: top-dose activity, positive = re-replication, actives largely listed as activators; note: % of control where 0% means no effect; nearly all actives have a fitted effect of over 50% in size
TGFb SMAD3 inh = blocks TGF-b signaling; HepG2 CAGA-GFP TGF-b/SMAD3 reporter, GFP fluorescence, 18 h; TGF-beta stimulated, 500 pg/mL final; Potency, µM (top dose mostly 46.1 µM), without a hit: at the top dose activity, negative = inhibition, actives largely listed as inhibitors; hit rate 1.2% among 410,000; AID 588855; note: % is set by controls: 0 for no effect and ±100 for the full control effect; nearly all actives have a fitted effect of over 65% in size
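Read-out: total well GFP (ex488/em500-530) summed from mean per-cell fluorescence. Cells: HEPG2 CAGA-GFP, 1% FBS DMEM, 18 h at 37 degrees C with 500 pg/mL final TGF-beta. Unstimulated wells served as the full-inhibition control; stimulated DMSO wells = 0%.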
S2 tox = reduces viability in counter-screen for ATXN expression inhibitors; S2 cells (HEK-293 line with an ATXN2-luciferase reporter) viability, CellTiter-Fluor protease fluorescence, 24 h; Potency, µM (top dose mostly 56.7 µM), most hits filed as cytotoxic; hit rate 0.49% among 400,000; note: nearly all actives have a fitted effect of over 40% in size
Nrf2 inh = Nrf2 pathway inhibition | A549 ARE-Fluc reporter, luciferase luminescence, 18-24 h | Potency, µM (titrated, usually from 46 µM), for inactives: top-dose activity change, negative = inhibition, actives largely listed as inhibitors | hit rate 2.1% among 360,000; note: % is set by controls: 0 for no effect and ±100 for the full control effect; nearly all actives have a fitted effect of over 60% in size
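Concentration-response testing used A549 ARE_Fluc cells at 5000 cells/well. Following an 18-24 h compound incubation, viability was read by fluorescence (Ex 405/Em 525) and luciferase output by luminescence.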
A549 tox = kills or reduces viability of A549 cells in Nrf2 counter-screen; hit rate 0.16% among 390,000; AID 504648; A549 ARE-Fluc cells, CellTiter-Fluor viability, 18-24 h; Potency, µM (titrated, usually from 46 µM), inactives show at the top dose activity change, negative = cytotoxicity, actives largely listed as inhibitors; note: % is set by controls: 0 for no effect and ±100 for the full control effect
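Cytotoxicity counterscreen: CellTiter-Fluor fluorescence was measured in A549 ARE_Fluc cells after 18-24 h of compound exposure in a concentration series. The subsequent BugLite luminescent read reports ARE-luciferase activity.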
ATXN2 expr inh = reduces ATXN2 reporter expression in HEK-293 cells | HEK-293 ATXN2-luciferase reporter, luminescence, 24 h | Potency, µM (top dose mostly 57 µM), without a hit: at the top dose activity change, negative = inhibition, hits mostly inhibitors | hit rate 0.72% among 360,000 | AID 1745845; note: % is set by controls: 0 for no effect and ±100 for the full control effect; nearly all actives have a fitted effect of over 55% in size
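qHTS (up to 57 uM final) was run with 24 h compound exposure of reporter cells at 37 °C. Each well was multiplexed: SteadyGlo luminescence measured ATXN2-luciferase expression after a fluorogenic Gly-Phe-AFC viability readout (25 uM final).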
* marks the source's active call; other numbers are inactive results; i = inactive; ? = inconclusive; . = no result given; [ ] = another dose, or the depositor's remark. Calls come from the whole dose curve; as a rule, active = well fitted curve in the direction sought with a large enough effect; inconclusive = small, poorly fitted or top-dose-only effect, or another doubt; inactive = no such curve, though single readings can be large; an effect the other way counts as inactive or inconclusive. Potency is the fitted concentration of half-maximal effect. Not all compounds are listed (hit frequency here may not be typical).

Compound	EPAC2 antagonist	HepG2 tox	Nrf2 ARE act	MCF10A rerep	TGFb SMAD3 inh	S2 tox	Nrf2 inh	A549 tox	ATXN2 expr inh
CC1CCCCN1C(=O)CCC(=O)Nc1nnc(C2CCCCC2)s1 (configuration not stated)	-8%	-9%	-0.8%	15%	1%	i	28%	10%	5%
COc1ccc(C(CNC(=O)CSc2ccc(Br)cc2)N2CCOCC2)cc1 (configuration not stated)	-4%	-12%	-0.5%	1%	?	i	-4%	2%	-9%
CC(C)(C)C1CCC(=NNc2nc3ccccc3[nH]2)CC1 (configuration not stated)	10%	-21%	2.7%	14%	-15%	?	?	-8%	-27%
CCOc1ccc(CN2CCNC(=O)C2CC(=O)OC)cc1 (configuration not stated)	-1%	-8%	0.6%	4%	5%	i	-4%	-8%	-5%
NNC(=O)CNc1ccccc1Cl	-9%	8%	2.4%	-20%	60%[activator]	i	14%	0%	-5%
COc1ccccc1NC(=O)C1CCCN(c2ncnc3onc(-c4ccc(F)cc4)c23)C1 (configuration not stated)	.	-30%	4.3%	.	-11%	?	.	-13%	-10%
COc1ccc(NC(=O)Cn2nnc(C(=O)Nc3ccc(F)c(Cl)c3)c2N)cc1	0%	2%	4.6%	-1%	-7%	i	1%	5%	12%
O=C(NC1CCCCC1)C(CCc1ccccc1)N1CCOCC1 (configuration not stated)	21%	-19%	-0.3%	.	-18%	i	.	.	-15%
COc1ccccc1CNC(=O)Cn1cnc2ccccc2c1=O	-3%	-15%	-0.1%	7%	-10%	i	2%	-7%	-24%
CC(=O)c1ccc([N+](=O)[O-])c(CS(=O)(=O)c2ccc(Cl)cc2)c1	7%	-11%	-0.4%	4%	-9%	i	-28%	3%	-5%
COc1ccc(NC(=O)Cn2cnc3c(nc4n3CCCCC4)c2=O)cc1Cl	.	-2%	-1.1%	.	-2%	i	8%	6%	5%
COc1cc2c(cc1OC)-c1cc(Nc3cccc(C)c3)nc(=O)n1CC2	8%	-4%	6.9%	?	0%	?	?	-3%	0%
CCCCNC(=S)N1CCn2cccc2C1c1ccc(F)cc1 (configuration not stated)	-16%	-36%	3.5%	11%	?	i	?	-21%	-18%
O=C(NCC1(N2CCOCC2)CCCCC1)c1cccc(S(=O)(=O)Nc2ccc(F)cc2)c1	-11%	-43%	-0.6%	3%	-2%	i	-14%	1%	-12%
Cc1ccc(S(=O)(=O)Nc2ccc3[nH]c(=O)sc3c2)cc1C	.	-28%	5.1%	.	-27%	.	.	0%	.
Cc1ccc(-c2nc3ccc(C)cn3c2Cc2cccc(Cl)c2)cc1	-27%	.	-0.5%	.	.	?	.	.	-21%
O=C(COC(=O)CCc1ccc(S(=O)(=O)N2CCOCC2)cc1)NCc1ccccc1Cl	2%	-20%	-1.5%	3%	?	i	13%	1%	.
CCOC(=O)C1(C)Oc2cccnc2NC1=O (configuration not stated)	0%	-12%	0.1%	-1%	-3%	i	20%	9%	-22%
O=C(Nc1cc(S(=O)(=O)N2CCOCC2)ccc1N1CCOCC1)c1ccccc1Cl	-8%	-19%	4.6%	-1%	7%	i	3%	-16%	2%
COc1ccc(-c2nc(-c3ccncc3)no2)cc1OC	-1%	-5%	2.2%	1%	-2%	.	4%	-15%	.
Nc1[nH]c(C(=O)c2ccccc2)c(-c2ccc(C(F)(F)F)cc2)c1C(=O)NCc1ccc(Cl)cc1Cl	1%	.	-0.3%	.	.	i	.	.	3%
Nc1nc(=O)c2ccccc2s1	2%	-13%	3.6%	4%	?	i	-8%	4%	-15%
O=C(O)c1ccccc1Nc1ccnc(Cl)n1	12%	-9%	0.4%	8%	23%	i	13%	-2%	.
CC1(C)CNC(=O)c2sc(N3CCOCC3)nc2C1	3%	-11%	-0.1%	-19%	38%[activator]	i	-13%	?	-13%
CC1=C(C(=O)OC2CCCCCC2)C(c2ccc(Cl)cc2Cl)CC(=O)N1 (configuration not stated)	.	-9%	-0.5%	.	-16%	i	?	1%	5%
COC(=O)C1=C(C(=O)OC)SC(=C2C(=S)C(C)(C)N(C(=O)C(C)C)c3ccccc32)S1	-9%	-61%	0.4%	?	?	?	?	-27%	-30%
COc1ccccc1OCC(=O)NCCS(=O)(=O)N1CCN(c2ccccc2OC)CC1	.	-2%	0.2%	.	-5%	.	.	14%	.
Cc1cc2c(c(SCC(=O)NCc3ccc(Cl)cc3)n1)C(=O)OC2	10%	-1%	0.3%	1%	3%	i	10%	-2%	7%
CC(C)NC(=O)CCn1c(SCc2c(F)cccc2Cl)nc2c(sc3ccccc32)c1=O	.	-2%	0.1%	.	11%	.	14%	-3%	.
CCN(c1ccccc1)S(=O)(=O)c1ccc(NC(=S)NC(=O)c2ccc(Br)o2)cc1	-1%	17%	1.7%	?	0%	i	-4%	-3%	0%
O=C(NCc1cccnc1)c1cc(C2CCCCN2C(=O)c2ccc3ccccc3c2)on1 (configuration not stated)	-25%	-18%	4.3%	.	0%	i	.	.	-14%
CC(NC(=O)CSc1n[nH]c(=O)[nH]c1=O)C1CC2CCC1C2 (configuration not stated)	-3%	-4%	0.0%	8%	15%	i	-9%	-8%	-1%
COC(=O)c1ccccc1NC(=S)NC(=O)c1ccccc1C	-4%	-8%	0.4%	?	-13%	i	-17%	-3%	22%
Cc1ccnc(SCCn2c(N(C)Cc3ccccc3)nc3c2c(=O)n(C)c(=O)n3C)n1	5%	-8%	-0.2%	8%	-5%	i	-7%	8%	-12%
CCCN1C(=O)CN(C2CCCCCC2)C(=O)C1c1ccc(C)cc1 (configuration not stated)	16%	2%	-0.8%	3%	-27%	i	-14%	-13%[1.84 µM]	-2%
COc1ccc(NC(=S)NNc2ccc(C(=O)O)cc2)cc1	9%	-17%	2.6%	?	0%	i	?	0%	65%[activator]
Nc1ncnc2c1ncn2[C@@H]1O[C@H](C(=O)NCC(F)(F)F)[C@@H](O)[C@H]1O	18%	1%	-1.2%	.	-2%	i	.	.	5%
CCOC(=O)c1cccc(NC(=O)N2CCOCC2)c1	-1%	-1%	-0.2%	-17%	0%	i	-26%	-4%	11%
Cc1ccc(-n2cc(-c3ccccc3)c3c(NC4CCCC4)ncnc32)cc1	.	-27%	0.0%	.	?	.	.	0%	.
Cc1cccc(N2CCN(C(=O)c3ccc(N4CCCC4=O)cc3)CC2C)c1 (configuration not stated)	9%	-9%	0.0%	2%	2%	i	-43%	0%	-10%
NC(=O)c1nsc(C(=O)N(c2cccc(F)c2)C(C(=O)NC2CCCC2)c2ccco2)c1N (configuration not stated)	2%	-17%	-0.3%	25%	-15%	i	?	-8%	-17%
O=C(CSc1nc(O)c(Cc2ccccc2)c(=O)[nH]1)Nc1ccccc1	4%	-4%	-0.9%	-1%	20%	i	.	-4%	22%
O=C(CNC(=O)c1ccccc1F)NCCc1ccc(Cl)cc1Cl	-2%	23%	-0.1%	-1%	0%	i	-17%	4%	-21%
COC(=O)C(=CC(=CN(C)C)C=C(C(=O)OC)C(=O)OC)C(=O)OC	-2%	-20%	-0.1%	-4%	-3%	?	-9%	?	-13%
CC1(C(=O)NCCCN2CCCC2=O)CCN1CCc1ccccc1 (configuration not stated)	-1%	18%	-0.8%	.	3%	i	.	.	5%
O=C(NC(=S)NCC1CCCO1)c1ccco1 (configuration not stated)	5%	6%	3.8%	1%	-6%	i	7%	5%	6%
C=CCOc1ccc2ccccc2c1CNn1c(C)n[nH]c1=S	-7%	2%	5.0%	-1%	-12%	?	4%	1%	.
Cc1noc(NS(=O)(=O)c2ccc(NC(=O)Nc3ccc(Cl)c(Cl)c3)cc2)c1C	-5%	-30%	0.0%	?	-2%	i	3%	0%	5%
O=C(NCc1ccc(F)cc1)C(=O)NCC1OCCN1C(=O)c1ccc(Cl)cc1 (configuration not stated)	0%	-12%	3.0%	5%	-5%	i	-12%	-5%	-13%
COc1ccc(C(=O)N/C(=C/c2cccs2)C(=O)NC(C)(C)C)cc1OC	15%	3%	-0.2%	-1%	17%	?	11%	-1%	-7%
COc1cccc(-c2noc(N)c2C#N)c1	-7%	18%	25%	111%	-10%	i	.	-7%	28%
CCCCCC1(C(=O)OCC)CC(CSC(=N)N)OC1=O (configuration not stated)	-22%	-73%	2.0%	15%	13µM*	i	2%	-9%	0%
COc1ccccc1NC(=O)c1c(N=Cc2cccc([N+](=O)[O-])c2)cnn1C	-11%	-12%	2.3%	-41%[inhibitor]	-9%	i	-3%	5%	-7%
CCOc1ccc(C(O)c2nccn2C)cc1 (configuration not stated)	-4%	-13%	-0.4%	5%	2%	i	6%	1%	81%[activator]
COc1cc(O)c(C(C)=O)c(CC(=O)O)c1	60%[activator]	-2%	-1.1%	0%	-13%	i	-8%	0%	4%
Cn1nc(C(=O)NNC(=O)c2ccccc2F)c2ccccc2c1=O	12%	-1%	6.9%	-6%	0%	i	-16%	-1%	-14%
Cc1cccc(CSc2nc3ccccc3c(=O)n2C)c1	-8%	-36%	12%	8%	?	i	?	-2%	.
O=C(c1cccc(S(=O)(=O)N2CCc3ccccc32)c1)N1CCN(CCO)CC1	-4%	9%	-1.2%	0%	9%	i	0%	0%	-4%
CN(C)c1cccc(NC(=O)c2ccco2)c1	-10%	2%	11%	21%	-3%	i	?	0%	15%
Cc1nnc(NC(=O)c2cccc(NC(=O)C(C)C)c2)s1	4%	-9%	3.4%	5%	10%	i	23%	-4%	10%
CCCCn1c(N)c(N(CCC(C)C)C(=O)CCN2C(=O)C3CC=CCC3C2=O)c(=O)[nH]c1=O (configuration not stated)	-2%	-9%	-0.5%	-10%	-10%	i	1%	3%	5%
CCOC(=O)C1CCN(c2c(NCCCN(C)C3CCCCC3)c(=O)c2=O)CC1	9%	8%	-0.7%	0%	-10%	i	-10%	-6%	5%

Bioassay records deposited in PubChem by National Center for Advancing Translational Sciences (NCATS).
